Bioassay records (PubChem)
Lamin A splicing: modulators of lamin A splicing; HeLa LMNA splicing GFP/RFP minigene ratio, 48 h; Potency, µM (top dose mostly 46.1 µM), inactives show top-dose ratio change, negative = inhibition, most hits filed as inhibitors; 200,000 compounds, 0.01% hits; AID 1487; active means well fitted inhibition curve with a large enough effect in the signal ratio, with a control signal flat, not every such curve was filed as active; inconclusive means small, poorly fitted or top-dose-only effect, or effect the other way, or a change in a side signal; the % refers to the signal ratio; further: on the % scale 0 is the no-effect control and ±100 the full control effect
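S3 HeLa stable clones carrying a lamin A-EGFP splicing minigene plus DsRed2 were seeded at 600 cells/well in Opti-MEM with 2% FBS, pin-dosed and incubated 48 h at 37°C. Acumen cytometry (488 nm) gave the GFP/RFP total-intensity ratio.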
GoLoco inh red: blocks human Gai1 binding to RGS12 GoLoco peptide, red readout. P63096. Gai1:RGS12 GoLoco peptide FP, rhodamine, 10 min. Potency, µM (highest dose often 61.6 µM), inactives show top-dose activity, negative = inhibition, most hits filed as inhibitors. 230,000 compounds, 0.44% hits. AID 880; active means well fitted inhibition curve with a large enough effect, not every such curve was filed as active; inactive means no such curve, though single readings can be large or run the other way; further: on the % scale 0 is the no-effect control and ±100 the full control effect; nearly all actives have a fitted effect of over 30% in size; many of its hits are not listed in these tables
TRb SRC2 PPI: inhibitors of human thyroid hormone receptor beta-SRC2 interaction; TRbeta-SRC2 peptide binding, fluorescence polarization; receptor liganded with 1 µM T3; Potency, µM (doses to about 106 µM), without a hit: at the highest dose activity change, negative = inhibition, actives largely listed as inhibitors; 280,000 compounds, 0.065% hits; AID 1469;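 further: plate controls were bound peptide for no effect and peptide without receptor for full effect; nearly all actives have a fitted effect of over 50% in size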
Target sequence (P10828 whole entry, looked up): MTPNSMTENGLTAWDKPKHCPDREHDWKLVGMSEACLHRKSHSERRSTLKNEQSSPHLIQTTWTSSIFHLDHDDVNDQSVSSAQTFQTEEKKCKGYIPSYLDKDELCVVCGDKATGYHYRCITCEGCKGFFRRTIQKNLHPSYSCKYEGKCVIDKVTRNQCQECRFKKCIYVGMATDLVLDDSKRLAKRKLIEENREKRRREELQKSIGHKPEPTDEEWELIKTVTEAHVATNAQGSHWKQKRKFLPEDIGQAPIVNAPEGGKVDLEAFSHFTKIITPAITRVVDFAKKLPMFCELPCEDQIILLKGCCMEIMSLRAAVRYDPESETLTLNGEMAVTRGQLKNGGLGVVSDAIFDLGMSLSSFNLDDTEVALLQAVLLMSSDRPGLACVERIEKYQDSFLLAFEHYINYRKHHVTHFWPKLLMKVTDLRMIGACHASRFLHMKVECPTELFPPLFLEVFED
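Each compound concentration gave % activity, normalized to unbound and bound Texas Red SRC2 controls, from polarization read after 5 hr ambient incubation with T3-loaded human TRb LBD.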
ALDH1A1 block: ALDH1A1 (human) enzyme inhibition; Purified ALDH1A1, NADH fluorescence, propionaldehyde substrate; Potency, µM (titrated, usually from 75.3 µM), inactives show top-dose activity, negative = inhibition, usual class: inhibitors; 220,000 compounds, 7.3% hits; AID 1030; active means well fitted inhibition curve with a large enough effect, not every such curve was filed as active; inconclusive means small, poorly fitted or top-dose-only effect, or another doubt; inactive means no such curve, though single readings can be large or run the other way;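 further: plate controls were no enzyme wells and a reference inhibitor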
SMN2 splice up: SMN2 splice variant enhancement | HEK293 SMN2-luciferase splicing reporter, luminescence, 30-36 h | Potency, µM (doses to about 46.1 µM), for the others: top-dose activity change, positive = activation, most hits filed as activators | 210,000 compounds, 2.8% hits | AID 1458; further: % of control where 0% means no effect; nearly all actives have a fitted effect of over 55% in size
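HEK293 cells carry an SMN2 […]–luciferase reporter in which exon 7 inclusion puts luciferase in frame. Cells were plated 10-12 h before compound addition, then incubated 30-36 h at 37C. ONE-Glo luminescence was read; sodium butyrate at 4.5 mM final served as control.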
RECQ1 inh: RECQ1 (human) helicase inhibition. 240,000 compounds, 0.54% hits. Potency, µM (highest dose often 57.3 µM), for inactives: top-dose activity, negative = inhibition, most hits filed as inhibitors. RECQ1 DNA unwinding, red fluorescence kinetic read. P46063;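 further: plate controls were vehicle for no effect and no enzyme for full effect; nearly all actives have a fitted effect of over 30% in size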
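50 nM RECQ1T1 preincubated 15 min with compound in Tris pH 8.0 buffer with MgCl2, DTT, Tween-20 and 2.5 ug/ml poly(dI-dC); started with 200 nM TAMRA/BHQ-2 forked duplex and 2 mM ATP. Unwinding read as fluorescence (525/598 nm), two reads 2 h apart.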
TR SRC2 fluor cs: alters Texas Red total fluorescence, flagging assay interference. TRb/SRC2 Texas Red total fluorescence interference. Potency, µM (series often up to 106 µM), without a hit: at the top dose fluorescence change, negative = quenching. 280,000 compounds, 0.29% hits. AID 1479; active means well fitted curve in either direction with a large enough effect; inconclusive means small, poorly fitted or top-dose-only effect; further: on the % scale 0 is the no-effect control and ±100 the full control effect
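Human TRb ligand-binding domain at 0.6 uM with 20 nM Texas Red SRC2 peptide in Tris buffer containing 1 uM T3 and 5% DMSO, incubated with compound 5 h at ambient temperature. Total fluorescence (555/632 nm) calculated as parallel + 2 × perpendicular.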
KDM4E inh: blocks human JMJD2E demethylase activity. JMJD2E catalytic domain, FDH-coupled NADH fluorescence (FDH is formaldehyde dehydrogenase). Potency, µM (top dose mostly 57.1 µM), without a hit: at the top dose activity change, negative = inhibition, hits mostly inhibitors. 230,000 compounds, 1.6% hits. AID 2147; active means well fitted inhibition curve with a large enough effect, not every such curve was filed as active; inconclusive means small, poorly fitted or top-dose-only effect, or another doubt; inactive means no such curve, though single readings can be large or run the other way;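 further: 0% = wells with enzyme and -100% = buffer wells without enzyme; nearly all actives have a fitted effect of over 50% in size; many of its hits are not listed in these tables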
Target sequence (B2RXH2 1-337 limits assumed): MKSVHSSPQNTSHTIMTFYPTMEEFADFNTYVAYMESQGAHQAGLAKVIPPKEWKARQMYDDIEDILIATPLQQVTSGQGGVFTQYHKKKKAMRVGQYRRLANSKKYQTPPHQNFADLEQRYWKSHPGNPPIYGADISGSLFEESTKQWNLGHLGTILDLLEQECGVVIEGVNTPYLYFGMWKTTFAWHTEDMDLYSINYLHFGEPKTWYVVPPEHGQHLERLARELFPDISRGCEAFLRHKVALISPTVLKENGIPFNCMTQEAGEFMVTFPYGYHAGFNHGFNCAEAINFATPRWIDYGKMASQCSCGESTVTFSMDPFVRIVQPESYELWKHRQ
* = called active by the depositor; i = inactive; u = inconclusive; x = not tested or not shown; & = joins results of further samples; [ ] = remark or other dose. Unless noted, the call rests on the fitted dose curve; in most records, active means well fitted curve in the direction sought with a large enough effect; inconclusive means small, poorly fitted or top-dose-only effect, or another doubt; inactive means no such curve, though single readings can be large; an effect the other way counts as inactive or inconclusive. Potency means the concentration at half of the fitted maximal effect. This is a subset; count on the stated rates, not on these rows.

Order of results: GoLoco inh red	SMN2 splice up	KDM4E inh	TR SRC2 fluor cs	TRb SRC2 PPI	RECQ1 inh	Lamin A splicing	ALDH1A1 block
COCCn1c(SCC(=O)c2ccc(CNC(C)=O)o2)nc2ccccc2c1=O
    14%	-8%	-3%	2%	0%	-10%	8%	-1%
COc1ccc(CC(=O)Nc2cccc(C(=O)O)c2C)cc1
    -17%	16µM*	-4%	-5%	-12%	9%	-1%	u
O=C(NCc1ccco1)c1nc(-c2ccccc2)n(-c2ccccc2)n1
    1%	-2%	-7%	1%	-17%	i	u	u
COc1ccc(CCNC(=O)c2cccnc2SC)cc1
    8%	-6%	0%	2%	-3%	i	-2%[46 µM]	8%
COc1cccc(-c2nnc3sc(C4CCCCC4)nn23)c1
    13%	-2%	-2%	-1%	-1%	i	-9%	u
CN1CCN(CCC(=O)Nc2ccc(F)c(F)c2)CC1
    1%	12%	1%	1%	10%	-10%	u	5%
Cc1ccc(S(=O)(=O)n2[nH]c(=O)c(CCO)c2C)cc1
    2%	x	3%	-2%	-1%	-3%	x	-10%
O=C(CNC1CCN(Cc2ccccc2)CC1)Nc1ccc(S(=O)(=O)N2CCCCC2)cc1
    2%	x	3%	1%	0%	-4%	x	x
Cc1nc(SCC(=O)Nc2c(C)n(C)n(-c3ccccc3)c2=O)nc(C)c1C
    -4%	-18%	0%	0%	-2%	-1%	6%	3%
O=C(NC(=S)Nc1nc2c(s1)CCCC2)c1ccc(C(=O)c2ccccc2)cc1
    12%	-23%	8%	0%	-13%	7%	u	3.5µM*
Cc1cc(C)n(-c2ccc(Cl)c(C(=O)Nc3cc(C(F)(F)F)ccc3Cl)n2)n1
    3%	-18%	4%	3%	-1%	-9%	-18%	8%
Cc1ccnc(N2CCC(C(=O)NCc3ccc4c(c3)OCO4)CC2)n1
    1%	1%	u	-1%	2%	-9%	1%	-12%
CC1CCCCN1c1nnc(NC(=O)c2cc(-c3ccc(Br)cc3)on2)s1 (stereo not given)
    27%	-50%[inhibitor]	5%	1%	8%	-33%	-13%	u
CCOC(=O)c1[nH]c(C)c(C(=O)Nc2ccccc2F)c1C
    6%	5µM*	-11%	-5%	-3%	5%	u	3%
Cc1noc(NS(=O)(=O)c2ccc(NC(=O)COc3ccccc3)cc2)c1C
    -5%	10%	-1%	-1%	-1%	-13%	-5%	14%
COc1ccc(CCN=Cc2ccccc2O)cc1OC
    -3%	x	-22%	2%	7%	-8%	u	5%
O=C(COc1ccccc1)N1CCN(S(=O)(=O)c2cccc([N+](=O)[O-])c2)CC1
    2%	x	3%	-4%	-5%	-5%	x	-6%
O=C(NCc1ccco1)C(=O)c1c[nH]c2ccccc12
    -14%	13%	14%	-4%	-6%	i	5%[46 µM]	u
O=C1c2ccccc2C(=O)N1Cc1nc2ccccc2c(=O)n1Cc1ccco1
    12%	-16%	6%	1%	-6%	-9%	0%	4%
O=C(COC(=O)[C@@H]1CC(O)CN1S(=O)(=O)c1ccc2c(c1)OCCO2)NCc1ccc(F)cc1 (stereo not given in full)
    8%	3%	8%	-3%	-4%	6%	-7%[46 µM]	-11%
O=C(NCCN1CCN(c2ccccc2)CC1)C1CCCN(S(=O)(=O)c2cnc[nH]2)C1 (stereo not given)
    -7%	20%	-4%	-1%	12%	-4%	-2%	-11%
FC(F)(F)c1cc(-c2cccs2)nc(NCc2ccco2)n1
    -4%	-11%	u	0%	0%	-15%	5%	1%
Nc1c(C(=O)NCc2ccco2)nnn1CC(=O)Nc1ccc2c(c1)OCO2
    10%	-10%	-9%	-3%	4%	i	11%[46 µM]	-3%
O=C(NC1CCCC1)C(c1ccccn1)N(C(=O)c1csnn1)C1CCCC1 (stereo not given)
    0%	13%	4%	2%	3%	-11%	-7%	6%
CCN1CCCC1CNC(=O)c1ccc2c(=O)n(CCOC)c(=O)[nH]c2c1 (stereo not given)
    4%	22%	u	2%	-6%	i	12%	u
O=C(NC1CCCC1)c1cc(S(=O)(=O)N2CCOCC2)c(Cl)cc1Cl
    5%	-25%	-1%	6%	4%	i	-1%[46 µM]	-2%
Cc1ccc(S(=O)(=O)N(C)c2c(C)ccc(S(=O)(=O)NC(C)(C)C)c2C)cc1
    -3%	x	8%	0%[53 µM]	2%[53 µM]	i	u	u
c1ccc(-c2nc3ccccc3nc2-c2ccccn2)nc1
    4%	39%	-27%	-3%	-1%	-6%	7%	3%
Nc1ccccc1S(=O)(=O)c1ccccc1N
    3%	-6%	-1%	0%	-1%	-1%	11%	5%
Cc1cc(C(=O)OCC(=O)c2c(N)n(C)c(=O)n(C)c2=O)c(C)n1-c1ccccc1
    20%	u	-3%	0%	-5%	1%	11%	u
COc1cccc(OC)c1C(=O)OCC(=O)NC(=O)NCc1ccccc1
    9%	-14%	-5%	0%	-4%	-2%	-18%[46 µM]	13%
Cc1cc(Cl)c2ccc3ccccc3c2n1
    7%	x	-20%	-1%	-5%	-5%	1%[46 µM]	-15%
CC1(C)N=C(N)NC(Nc2ccccc2)=N1
    8%	26%	9%	-3%	3%	-16%	13%	7%
CCNc1nc2c(c(=O)[nH]c(=O)n2C)n1CC(C)C
    1%	7%	-1%	-6%	-8%	-12%	-6%	4%
C=CCn1c(N2CCN(c3ccc(OC)cc3)CC2)nc2c1c(=O)n(C)c(=O)n2C
    -22%	-54%[inhibitor]	-10%	-9%	-8%	-9%	x	-6%
O=C(O)C1CCCCC1C(=O)NCc1ccccc1 (stereo not given)
    -4%	13%	3%	-1%	-1%	-2%	5%	3%
N#CCCN1CCN(S(=O)(=O)c2ccc(S(=O)(=O)NCc3ccccc3)cc2)CC1
    2%	2%	1%	0%	3%	i	1%	0%
Cc1ccc(S(=O)(=O)OCC2CN3C(CCC(C)C3c3ccc(Br)cc3)C(=O)O2)cc1 (stereo not given)
    x	x	x	u	1%&-2%&-1%[11.2 µM]	13%[11.5 µM]	x	u
CCN(CCCNC(=O)CN1C(=O)COc2ccccc21)c1ccccc1
    5%	26%	3%	1%	-2%	-5%	-3%	-5%
CCCCn1cnc2c(oc3nc4c(cc32)CCCC4)c1=O
    4%	x	u	-4%	-6%	-2%	x	1.3µM*
COc1ccc(C(=O)C(C)Oc2cccc(NC(=O)c3cccc([N+](=O)[O-])c3)c2)cc1 (stereo not given)
    9%	-13%	7%	-1%	3%	-15%	u	-9%
C=CCNC(=O)c1onc(CSc2ccc(F)cc2)c1C(=O)O
    6%	9%	5%	-2%	-10%	-2%	10%[0.0737 µM]	0%
Cc1cccc(-n2ncc3c(Nc4c(C)n(C)n(-c5ccccc5)c4=O)ncnc32)c1
    8%	3%	6%	-9%	4%	-23%	13%	-3%
O=C(COC(=O)c1ccccc1F)Nc1cccnc1Cl
    0%	16%	1%	0%	-2%	i	x	-1%
O=C(c1cc2ncc(Br)cn2n1)N1CCOCC1
    0%	-5%	-8%	2%	-16%	16%	1%	3%
O=C(NCc1ccccc1)N1CCN(c2ccc(F)cc2)CC1
    -8%	2%	7%	-4%	8%	-14%	-2%	7%
O=S(=O)(c1ccccc1)c1nc(NCc2ccccc2)sc1Cl
    11%	-22%	1%	0%	0%	-6%	u	-13%
Cc1ccc(S(=O)(=O)CCc2nnc(NC(=O)CCl)s2)cc1C
    4%	x	6%	0%	-6%	-1%	u	1µM*
O=c1[nH]c2ccccc2n1C1=CCCC1
    3%	-10%	6%	-1%	0%	-3%	u	13%
CCSc1nc(=S)cc(C)[nH]1
    4%	x	-3%	1%	-1%	i	u	28µM*
C#CCCCO/N=C1/C[C@@H](O)[C@@H](O)[C@@H]2[C@@H]3C(=O)N(C4CCCCC4)C(=O)[C@H]3CC[C@@H]12
    x	x	x	-2%[11.2 µM]	1%[11.2 µM]	1%[11.5 µM]	x	3%[13.5 µM]
Cc1ccc(-c2nc(CSCC(=O)Nc3cc(C)on3)c(C)o2)cc1
    2%	-49%[inhibitor]	-1%	-5%	0%	-12%	u	-14%
CNS(=O)(=O)c1cccc(C(=O)Nc2cccnc2)c1
    2%	9%	11%	0%	-9%	-10%	-4%	7%
Cc1ccc(S(=O)(=O)N2CCOC2CNC(=O)C(=O)NCCc2ccccc2)cc1 (stereo not given)
    2%	x	-1%	-2%	-3%	-8%	x	x
CCN(CC)S(=O)(=O)c1ccc2c(c1)nc(CCC(=O)Nc1ccc3c(c1)OCO3)n2C
    2%	-11%	5%	0%	1%	-15%	-18%	7.9µM*
O=C(Cn1cnc(Cl)c1Cl)c1ccccc1
    8%	-1%	10%	0%	-15%	-7%	u	7%
C=C1C(=O)[C@@]23[C@H](O)C[C@@H]4C(C)(C)CC[C@H](O)[C@@]4(C)[C@@H]2CC[C@@H]1[C@H]3O
    9%	-85%[inhibitor]	2%	-3%	-30%	-5%	u	0%
Cc1nn(-c2ccccc2)c(/N=C/c2ccc(O)cc2)c1-c1ccccc1
    -7%	18µM*	-7%	-12%	3%	-4%	-9%	2%
Cc1cc(C)c(NC(=O)c2ccc(S(=O)(=O)N(C)C)cc2)c(C)n1
    7%	x	2%	-3%	-7%	-1%	0%	-11%
O=C(CN1C(=O)NC(Cc2c[nH]c3ccccc23)C1=O)Nc1cccc(S(=O)(=O)N2CCOCC2)c1 (stereo not given)
    5%	x	-3%	-2%	-2%	-11%	x	x
Cc1ccc(C)c(C(=O)NC2CC(C)(C)NC(C)(C)C2)c1
    14%	2%	5%	5%	5%	-10%	17%	5%
CCOC(=O)c1c(C)n(OCc2ccccc2)c2ccc3c(no[n+]3[O-])c12
    -11%	0%	7%	-3%	-2%	-15%	20%	4%
